Screening data: PubChem, National Center for Advancing Translational Sciences (NCATS)
HTT aggregate: inhibitors of mutant huntingtin aggregate formation in PC12 cells | Potency, µM (doses to about 46.1 µM), for the others: at the highest dose activity change, negative = inhibition, hits mostly inhibitors | hit rate 1.1% among 220,000 | PC12 HttQ103-GFP aggregates, Acumen cytometry, 40 h; note: potency is the fitted concentration of half-maximal effect; % is set by controls: 0 for no effect and ±100 for the full control effect; nearly all actives have a fitted effect of over 60% in size
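Using laser scanning cytometry, GFP-positive aggregates were counted after lysis of PC12 cells induced with 100 nM tebufenozide to express HTT exon 1 Q103–GFP. Compounds were tested in titration.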
L3MBTL1 block: inhibitors of human L3MBTL1; Potency, µM (highest dose often 57.1 µM), without a hit: top-dose activity, negative = inhibition, usual class: inhibitors; AID 485360; AlphaScreen L3MBTL1–H3K9me1 peptide binding; hit rate 0.66% among 230,000; Q9Y468; note: potency is the fitted concentration of half-maximal effect; % is set by controls: 0 for no effect and ±100 for the full control effect; nearly all actives have a fitted effect of over 60% in size
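AlphaScreen assay: L3MBTL1 (50 nM final) was preincubated 30 min at room temperature with biotinylated H3(1-15)K9me1 peptide (75 nM final), then 30 min with library compounds; streptavidin donor and nickel chelate acceptor beads (10 ug/mL final) added, 30 min dark.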
KinaseGlo FLuc: Kinase-Glo luciferase inhibition (counter-screen) | Q27757 | Kinase-Glo luciferase, ATP luminescence, 8 min | Potency, µM (top dose mostly 38.3 µM), for inactives: top-dose activity change, negative = inhibition, hits mostly inhibitors | hit rate 0.28% among 200,000; note: potency is the fitted concentration of half-maximal effect; % is set by controls: 0 for no effect and ±100 for the full control effect; nearly all actives have a fitted effect of over 60% in size
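Luminescence was the read-out, taken after 8-minute incubation at ambient temperature. Luciferase turned over luciferin with 10 uM ATP in imidazole pH 7.2 buffer containing KCl, MgCl2, Tween 20 and BSA.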
CBFb RUNX1 block: inhibitors of human CBF-beta and RUNX1 interaction. AlphaScreen CBFb-His/RUNX1-biotin binding, biochemical. Potency, µM (doses to about 59.8 µM), for inactives: at the highest dose activity, negative = inhibition, usual class: inhibitors. 230,000 tested, under 10 active; note: % of control where 0% means no effect
Target sequence (Q01196 whole entry, looked up): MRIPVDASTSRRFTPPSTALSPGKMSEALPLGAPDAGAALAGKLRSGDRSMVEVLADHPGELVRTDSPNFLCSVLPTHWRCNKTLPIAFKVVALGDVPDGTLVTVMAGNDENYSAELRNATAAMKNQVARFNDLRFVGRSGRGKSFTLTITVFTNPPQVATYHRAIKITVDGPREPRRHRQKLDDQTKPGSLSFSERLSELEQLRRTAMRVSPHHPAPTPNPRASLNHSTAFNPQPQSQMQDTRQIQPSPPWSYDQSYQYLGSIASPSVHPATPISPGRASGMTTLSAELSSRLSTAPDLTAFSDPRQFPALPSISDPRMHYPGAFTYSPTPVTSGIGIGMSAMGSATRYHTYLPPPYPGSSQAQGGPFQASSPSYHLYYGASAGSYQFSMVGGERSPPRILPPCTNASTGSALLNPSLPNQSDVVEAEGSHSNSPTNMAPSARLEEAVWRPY
Target sequence (Q13951 whole entry, looked up): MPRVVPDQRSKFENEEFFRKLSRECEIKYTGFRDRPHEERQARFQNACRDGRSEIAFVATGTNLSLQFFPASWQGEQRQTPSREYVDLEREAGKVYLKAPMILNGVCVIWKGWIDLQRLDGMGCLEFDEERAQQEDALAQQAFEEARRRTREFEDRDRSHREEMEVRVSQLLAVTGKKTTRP
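Bead-based AlphaScreen assay; binding partners His-tagged CBF-beta and biotinylated RUNX1 at 30 nM each. Compound exposure 15 min after a 20-min protein preincubation; bead step 90 min; all steps at room temperature.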
Epigenetic derep: regulators of epigenetic silencing causing reporter derepression in mouse cells; hit rate 0.2% among 280,000; Potency, µM (doses to about 53.9 µM), for the others: top-dose GFP activation, usual class: activators; murine LDR cells, GFP reporter derepression, 30 h; note: potency is the fitted concentration of half-maximal effect; % of control where 0% means no effect; nearly all actives have a fitted effect of over 60% in size
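Murine LDR cells carrying a silenced, genomically integrated CMV-driven GFP reporter were exposed to compound for 30 hours at 37 C. After PBS washes, GFP-positive cells (20–120 um objects) were counted by laser-scanning microplate cytometry.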
NPSR antag: antagonists of human neuropeptide S receptor cAMP signaling; Potency, µM (doses to about 38.3 µM), for the others: top-dose activity change, negative = inhibition, usual class: inhibitors; CHO-NPSR cells, cAMP TR-FRET, antagonist mode; hit rate 1% among 220,000; Q6W5P4; note: potency is the fitted concentration of half-maximal effect; % is set by controls: 0 for no effect and ±100 for the full control effect; nearly all actives have a fitted effect of over 50% in size; many of its hits are not listed in these tables
Target sequence (Q6W5P4 whole entry, looked up): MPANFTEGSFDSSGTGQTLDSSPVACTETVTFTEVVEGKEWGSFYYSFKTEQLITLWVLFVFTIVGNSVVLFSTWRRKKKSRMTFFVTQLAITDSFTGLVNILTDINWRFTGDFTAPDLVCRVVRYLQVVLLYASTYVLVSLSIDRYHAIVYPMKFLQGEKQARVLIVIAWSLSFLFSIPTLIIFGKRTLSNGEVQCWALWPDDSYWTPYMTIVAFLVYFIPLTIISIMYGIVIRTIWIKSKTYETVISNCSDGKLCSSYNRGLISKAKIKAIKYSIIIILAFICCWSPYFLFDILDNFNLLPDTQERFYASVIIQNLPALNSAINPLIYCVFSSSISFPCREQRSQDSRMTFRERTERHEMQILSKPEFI
IMPase Li cell: membrane-permeable IMPase blocker, potentiated with lithium; CHO-M1 cells, IP1 TR-FRET (IP-One), carbachol + lithium; Potency, µM (doses to about 59.4 µM), without a hit: at the top dose activity, negative = IMPase inhibition, actives largely listed as inhibitors; hit rate 0.35% among 210,000;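 note: IP1 builds up when IMPase is blocked and the TR-FRET signal falls; potency is the fitted concentration of half-maximal effect; plate controls were basal vehicle for no effect and high inhibitor control for full effect; nearly all actives have a fitted effect of over 50% in size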
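CHO-M1, 2000 cells/well, 16–30 h culture; cpd + low Li+, 30 min 37C; lysis with d2-IP1/Eu-anti-IP1 Ab, 10 min RT; TR-FRET 665/620 ratio and 620 channel; AC50 via Hill.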
The depositor's hits bear a star; ? = inconclusive; / = not tested or not shown; [ ] = another dose, or the depositor's remark. Calls come from the whole dose curve; as a rule, active = well fitted curve in the direction sought with a large enough effect; inconclusive = small, poorly fitted or top-dose-only effect, or another doubt; inactive = no such curve, though single readings can be large; an effect the other way counts as inactive or inconclusive. This is a subset. The share of hits here may be higher or lower than overall.

Under each structure: HTT aggregate | L3MBTL1 block | KinaseGlo FLuc | CBFb RUNX1 block | Epigenetic derep | NPSR antag | IMPase Li cell
CCN(CC)S(=O)(=O)c1cccc(-c2nnc(SCC(=O)NC3CCCC3)n2N)c1
    21% | / | 4% | 6% | 0.0% | 2%[46.1 µM] | 5%[38.3 µM]
Cc1nc(NC(=O)C23CCC(C)(C(=O)O2)C3(C)C)sc1C (stereo unspecified)
    -9% | 6% | -2% | -1% | 0.0% | 1%[46.1 µM] | -5%[38.3 µM]
COC(=O)c1ccc(C)c(NC(=O)CN2C(=O)c3ccccc3S2(=O)=O)c1
    -11% | -5%[11.4 µM] | 0% | 3% | -2.1% | -2%[46.1 µM] | 5%[38.3 µM]
CCOc1ccc(CCNC(=O)Cn2cccc2C(=O)c2ccccc2C)cc1OCC
    12% | -18% | 1% | -4% | 2.8% | -8% | 11%
O=C(CSc1nc2ccccc2c(=O)n1CC1CCCCC1)N1CCOCC1
    -13%[9.22 µM] | 5% | 1% | 4% | -0.4% | -24%[46.1 µM] | 12%[38.3 µM]
Cc1ccc(C(=O)CC2(O)C(=O)Nc3ccccc32)s1 (stereo unspecified)
    -12% | / | 2% | -1% | -2.8% | -13%[46.1 µM] | -3%[38.3 µM]
C=CCNC(=O)C12CC3(C)CC(C)(CC(C)(C3)C1)C2
    -3% | / | 1% | 1% | -1.0% | -16%[46.1 µM] | 20%[38.3 µM]
Cc1n[nH]c(C)c1S(=O)(=O)N1CCCC(C(=O)NCc2ccccc2Cl)C1 (stereo unspecified)
    9% | -1% | -1% | -5% | -6.9% | 10% | 5%
Cc1cccc(OCc2nc(C)cc(=O)[nH]2)c1
    / | -28%[11.4 µM] | -10% | 2% | -2.1% | 2%[46.1 µM] | 20%[38.3 µM]
CCOc1ncccc1C(=O)N1CCN(Cc2ccc3c(c2)OCO3)CC1
    -19% | / | -2% | 4% | -0.8% | -5%[46.1 µM] | 21%[38.3 µM]
COc1ccc(N2Cc3ccccc3C2=NC(=O)c2cccc([N+](=O)[O-])c2)cc1
    9% | 1% | -13% | -1% | 0.0% | -12%[46.1 µM] | 0%
O=C(Nc1ccccc1)Oc1ccc[nH]c1=O
    32%[9.22 µM] | / | / | -1% | -6.1% | 12% | /
COC(=O)N/N=C/c1cccc([N+](=O)[O-])c1
    6%[9.22 µM] | -2% | / | 1% | -2.4% | 15% | /
CCCCCCC[N+](CC)(CC)CCCCc1ccc(Cl)cc1
    ? | 13% | -8%[17.1 µM] | 13%[21.7 µM] | 4.1%[16.9 µM] | / | 16%
Cc1ccc(S(=O)(=O)CCC(=O)OCC(=O)c2c[nH]c3ccccc23)cc1
    0% | -10% | 1% | -1% | 2.6% | 16% | -7%

New compounds follow.
Under each structure: HTT aggregate | L3MBTL1 block | KinaseGlo FLuc | CBFb RUNX1 block | Epigenetic derep | NPSR antag | IMPase Li cell
O=C(NCc1ccco1)c1ccc(Cn2c(=S)[nH]c3ccccc3c2=O)cc1
    -18% | / | 3% | -17% | 4.3% | -23% | -2%
Cc1ccc(S(=O)(=O)NCCN2CCOCC2)cc1
    13%[1.84 µM] | / | 2% | 3% | -0.3% | -11%[46.1 µM] | 12%[38.3 µM]
CCOC(=O)Cc1c[nH]c2ccccc12
    -13% | 1% | / | 1% | 0.0% | -8%[46.1 µM] | /
Cc1nnc(SCC(=O)NC2CCCC2)s1
    23% | / | -4% | -3% | 0.8% | -8%[46.1 µM] | -7%[38.3 µM]
O/N=C/c1cc(Cl)ccc1OCc1ccccc1Cl
    -4% | 8% | 0% | 2% | -1.2% | -6%[46.1 µM] | 3%[38.3 µM]
COc1ccc(/C=N/NC(=S)Nc2cccc(C(=O)O)c2)cc1
    7% | -10% | 0% | 2% | -3.4% | 12% | -10%
NS(=O)(=O)c1ccc(NC2(C(=O)O)CCCC2)cc1
    18%[9.22 µM] | 1% | -8%[7.66 µM] | 1% | -0.2% | -25% | 19%
Cc1ccc(S(=O)(=O)NCC2CCCO2)cc1[N+](=O)[O-] (stereo unspecified)
    7% | 12% | 1% | -2% | -0.9% | 16% | -1%
Nc1nc2nccc(-c3ccc(Cl)cc3)n2n1
    -14% | 30%[activator] | -5% | 5% | -3.1% | 14%[46.1 µM] | -18%[38.3 µM]
COc1ccc(N2CCN(C(c3cccs3)C(C)NC(=O)c3ccc4c(c3)OCO4)CC2)cc1 (stereo unspecified)
    0% | -12% | 1% | -2% | -2.5% | -38% | 10%
Cc1noc(C)c1S(=O)(=O)N1CCCC(C(=O)NCCc2ccc(Cl)cc2)C1 (stereo unspecified)
    5% | -4%[11.4 µM] | 1% | 14% | 0.0% | -25%[46.1 µM] | 27%[38.3 µM]
C=CCNC(=O)C(=O)c1cccn1-c1ccsc1C(=O)OC
    8% | / | -4% | 0% | 4.4% | 1%[46.1 µM] | 1%[38.3 µM]
O=C(NN1CCOCC1)c1cc(-c2ccccc2)nc2ccccc12
    -13% | -4% | 2% | 2% | -1.0% | 1%[46.1 µM] | -11%[38.3 µM]
COC(=O)CNC(=S)NC(=O)c1ccc(C(C)(C)C)cc1
    22%[9.22 µM] | -6% | -2% | 1% | -1.3% | -38% | 12%
COC(=O)c1ccc(/C=N/OCC(=O)NC2CCCC(C)C2C)cc1 (stereo unspecified)
    7%[9.22 µM] | / | 6% | 2% | -3.3% | ? | -1%[38.3 µM]

Four records drawn at random from those above:
Under each structure: HTT aggregate | L3MBTL1 block | KinaseGlo FLuc | CBFb RUNX1 block | Epigenetic derep | NPSR antag | IMPase Li cell
Cc1ccc(S(=O)(=O)NCC2CCCO2)cc1[N+](=O)[O-] (stereo unspecified)
    7% | 12% | 1% | -2% | -0.9% | 16% | -1%
O/N=C/c1cc(Cl)ccc1OCc1ccccc1Cl
    -4% | 8% | 0% | 2% | -1.2% | -6%[46.1 µM] | 3%[38.3 µM]
Nc1nc2nccc(-c3ccc(Cl)cc3)n2n1
    -14% | 30%[activator] | -5% | 5% | -3.1% | 14%[46.1 µM] | -18%[38.3 µM]
Cc1ccc(S(=O)(=O)NCCN2CCOCC2)cc1
    13%[1.84 µM] | / | 2% | 3% | -0.3% | -11%[46.1 µM] | 12%[38.3 µM]

(list continues)
Under each structure: HTT aggregate | L3MBTL1 block | KinaseGlo FLuc | CBFb RUNX1 block | Epigenetic derep | NPSR antag | IMPase Li cell
O=C1/C(=C/c2ccncc2)Oc2cc(OS(=O)(=O)c3ccccc3)ccc21
    4%[9.22 µM] | -24% | / | 0% | -3.7% | ? | /
O=C(Nc1ccccc1N1CCOCC1)C1CCN(S(=O)(=O)c2cccc(C(F)(F)F)c2)CC1
    -4% | -6% | 0% | 12% | -3.0% | 7% | 0%
CN(C)S(=O)(=O)c1ccc(-c2csc(-c3cccnc3)n2)cc1
    3% | 6% | / | 10% | -0.6% | 43% | /
CC1(C)Cc2c(C#N)c(N3CCCC3)nc(-c3ccco3)c2CO1
    6% | 12% | -2% | 12% | 1.7% | -13%[46.1 µM] | -5%[38.3 µM]
Cc1ccc(N2CC(C(=O)NCc3ccccn3)CC2=O)cc1 (stereo unspecified)
    -10% | / | 1% | 2% | 0.0% | -1%[46.1 µM] | 16%[38.3 µM]
CCOc1ccc(-c2n[nH]c(C)c2Oc2ccc(OC)cc2)c(O)c1
    -22% | / | -1% | -9% | 2.2% | ? | 26%[38.3 µM]
COC(=O)CN1C(=S)N(C)C(=O)C1CC(=O)Nc1ccccc1 (stereo unspecified)
    -5% | 10% | -1% | 7% | 0.1% | 13% | 0%
C=CCn1c(SCCOC)nc2c1c(=O)[nH]c(=O)n2C
    4% | / | -3% | -1% | 0.0% | 0%[46.1 µM] | -10%[38.3 µM]
Cc1cc(C)nc(NS(=O)(=O)c2ccc(NC(=O)c3cccc(N4C(=O)CCC4=O)c3)cc2)n1
    -18% | 6% | -1% | 24% | -2.0% | 17% | -7%
Cc1cc(=O)n2c3ccccc3n(CC(O)CN3CCN(Cc4ccccc4)CC3)c2c1C#N (stereo unspecified)
    2%[9.22 µM] | -6% | / | -12% | -1.1% | -37% | /
C=CCOC(=O)C1=C[C@H](c2coc3ccccc3c2=O)[C@@H](CCCO)[C@H](OCC)O1
    -8%[9.22 µM] | 6% | / | 16% | 0.7% | 18% | -5%
S=c1[nH]nc(-c2ccccn2)n1/N=C/c1cccc(Cl)c1
    -18% | / | -1% | ? | 0.0% | -35% | 3%
Cc1cc(C)n2nc(C(=O)NCCc3ccccc3)nc2n1
    20%[9.22 µM] | / | 0% | -1% | 0.7% | -28%[46.1 µM] | 33%[activator][38.3 µM]
Cc1cccc(-n2c(C)cc(/C=N/NC(N)=S)c2C)c1
    9% | -10% | 2% | -20% | 0.0% | -34% | 13%
Cn1c(C(=O)O)c(CC(=O)NCC2COc3ccccc3O2)c2ccccc21 (stereo unspecified)
    16% | -5% | -6% | 0% | -2.5% | -1%[46.1 µM] | -1%[38.3 µM]

Remaining list, next part.
Under each structure: HTT aggregate | L3MBTL1 block | KinaseGlo FLuc | CBFb RUNX1 block | Epigenetic derep | NPSR antag | IMPase Li cell
CC(=O)Nc1ccc(/C=N/NC(=O)CCN2CCN(c3ccccc3)CC2)cc1
    18% | 3% | 4% | 13% | 6.3% | 6% | -4%
Cc1ccc(OCCNC(=O)c2cncc(Br)c2)cc1C
    ? | 1% | -3% | 7% | 2.0% | -7%[46.1 µM] | -11%[38.3 µM]
COCCNC(=O)C(c1ccc(C)o1)N(CC1CCCO1)C(=O)Cn1nnc2ccccc21 (stereo unspecified)
    8% | 1% | -4% | 3% | 2.8% | -9%[46.1 µM] | 1%[38.3 µM]
CCc1cc2c(C)cc(=O)oc2cc1Oc1ncccc1[N+](=O)[O-]
    7% | 29% | -3% | -16% | -0.4% | 9% | -4%
CN(Cc1ccc(F)cc1)C(=O)CCc1nnc(-c2ccccc2)o1
    0%[9.22 µM] | 12% | 0% | 9% | 1.0% | -20% | 0%
CC(C)=C1C(=O)C(c2ccccc2)=C2CN3C(=O)N(CCc4ccccc4)C(=O)[C@]3(Cc3ccccc3)[C@H]21
    / | / | -4% | 7% | 3.9% | / | -2%

Filtered by structure, those above with a cyano group (2)
Under each structure: HTT aggregate | L3MBTL1 block | KinaseGlo FLuc | CBFb RUNX1 block | Epigenetic derep | NPSR antag | IMPase Li cell
CC1(C)Cc2c(C#N)c(N3CCCC3)nc(-c3ccco3)c2CO1
    6% | 12% | -2% | 12% | 1.7% | -13%[46.1 µM] | -5%[38.3 µM]
Cc1cc(=O)n2c3ccccc3n(CC(O)CN3CCN(Cc4ccccc4)CC3)c2c1C#N (stereo unspecified)
    2%[9.22 µM] | -6% | / | -12% | -1.1% | -37% | /
